KB-3-1 cytotox = KB-3-1 parental cell cytotoxicity; KB-3-1 viability, CellTiter-Glo ATP luminescence, 72 h; Potency, µM (doses to about 46.1 µM), inactives show at the highest dose activity change, negative = cytotoxic, most hits filed as cytotoxic; actives 1.4% (n = 400,000); AID 1347075; further: potency means the concentration at half of the fitted maximal effect; on the % scale 0 is the no-effect control and ±100 the full control effect; nearly all actives have a fitted effect of over 60% in size
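Parental KB-3-1 adenocarcinoma cells in phenol-red-free DMEM with 10% FBS were pin-treated with compounds at several concentrations, incubated 72 h at 37 °C, and viability read by CellTiter-Glo luminescence; concentration-effect curves were fitted after normalization.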
HT1080 IDH1KD tx = kills HT-1080 cells with IDH1 knockdown; HT-1080 IDH1 knockdown viability, ATP luminescence, 48 h; Potency, µM (top dose mostly 46.1 µM), inactives show at the highest dose activity, negative = toxicity, most hits filed as cytotoxic; actives 2% (n = 360,000);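 further: potency means the concentration at half of the fitted maximal effect; 0% = DMSO wells and -100% = cell-free medium wells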
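Cytotoxicity counter-line: IDH1KD HT-1080, 48 h, CellTiter-Glo. Curves classed by r2, magnitude and activity.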
WRN helicase inh = WRN helicase (human) inhibition. Q14191. actives 0.46% (n = 360,000). Potency, µM (titrated, usually from 114 µM), inactives show at the top dose activity change, negative = inhibition, usual class: inhibitors. WRN helicase unwinding, fluorescent forked duplex, kinetic. AID 651768; further: potency means the concentration at half of the fitted maximal effect; on the % scale 0 is the no-effect control and ±100 the full control effect; nearly all actives have a fitted effect of over 55% in size
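Kinetic red-fluorescence monitoring (525/598 nm) tracks WRN helicase activity after 100 nM fluorophore-quencher forked duplex and 2 mM ATP are added to 20 nM enzyme pretreated 15 min at room temperature with compound.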
HT1080NT lethal = kills 2HG-producing HT-1080-NT fibrosarcoma cells. HT-1080-NT fibrosarcoma viability, CellTiter-Glo ATP luminescence, 48 h. actives 1.6% (n = 360,000). AID 686970. Potency, µM (titrated, usually from 46.1 µM), for inactives: at the highest dose activity, negative = less viability, hits mostly cytotoxic;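 further: NT is the 2HG producing partner of a matched IDH1 knockdown line; potency means the concentration at half of the fitted maximal effect; 0% = DMSO-treated cells and -100% = media-only wells without cells; nearly all actives have a fitted effect of over 55% in size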
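Fibrosarcoma NT cells, 750 per well in 5% FBS RPMI, were exposed to compound for 48 hours. Viability: CellTiter-Glo luminescence.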
IL1B secr inh = inflammasome signaling inhibition, IL-1 beta readout. THP-1 LPS/ATP IL-1B secretion, AlphaLISA, 16 h; active compounds read low. activity change, % at 57.5 µM. actives 4.7% (n = 360,000). AID 743279; in the data active means activity change below about -50%; inconclusive means mostly about -30% to -49%; further: on the % scale 0 is the no-effect control and ±100 the full control effect
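THP-1 cells pretreated 1 hr with compounds (up to 57.5 uM final), then stimulated with LPS (250 ng/mL final) plus ATP (1.25 mM final); secreted IL-1B measured by AlphaLISA after 16 hr, decreased signal indicating inhibition.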
SW480 rerep = DNA re-replication induction in SW480 cells; SW480 DNA re-replication, Hoechst DNA content imaging, 48 h; Potency, µM (doses to about 46.1 µM), inactives show at the top dose re-replication activation, usual class: activators; actives 1.8% (n = 340,000); AID 624297; further: potency means the concentration at half of the fitted maximal effect; % of control where 0% means no effect; nearly all actives have a fitted effect of over 55% in size
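250 cells/well; 23 nL cpd via pin tool; 48 hr, 37 C, 5% CO2; Hoechst 40 min; imager read of total nuclear intensity, ex 405/em 500-530 nm.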
ATXN2 expr inh = reduces ATXN2 reporter expression in HEK-293 cells; HEK-293 ATXN2-luciferase reporter, luminescence, 24 h; Potency, µM (doses to about 57 µM), for inactives: at the highest dose activity change, negative = inhibition, usual class: inhibitors; actives 0.72% (n = 360,000); further: potency means the concentration at half of the fitted maximal effect; on the % scale 0 is the no-effect control and ±100 the full control effect; nearly all actives have a fitted effect of over 55% in size
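qHTS (up to 57 uM final) was run with 24 h compound exposure of reporter cells at 37 °C. Each well was multiplexed: SteadyGlo luminescence measured ATXN2-luciferase expression after a fluorogenic Gly-Phe-AFC viability readout (25 uM final).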
KB-V1 MDR tox = KB-V1 MDR subline cytotoxicity. KB-V1 MDR cells viability, CellTiter-Glo, 72 h. Potency, µM (titrated, usually from 46.1 µM), for the others: top-dose activity change, negative = cytotoxicity, hits mostly cytotoxic. actives 3.4% (n = 400,000); further: potency means the concentration at half of the fitted maximal effect; on the % scale 0 is the no-effect control and ±100 the full control effect; nearly all actives have a fitted effect of over 60% in size
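Cytotoxicity via CellTiter-Glo luminescence after 72 h compound exposure at 37 degrees C. Cells: drug-selected KB-V1 line, DMEM phenol-red free plus 10% FBS. Compounds tested at multiple concentrations; normalized data fitted to concentration-effect curves.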
MCF10A rereplic = induces DNA re-replication in MCF 10a normal breast cells. MCF 10A DNA re-replication, Hoechst nuclear intensity, 48 h. Potency, µM (series often up to 46.1 µM), without a hit: top-dose activity, positive = re-replication, actives largely listed as activators. actives 2.9% (n = 350,000); further: potency means the concentration at half of the fitted maximal effect; % of control where 0% means no effect; nearly all actives have a fitted effect of over 50% in size
* = called active by the depositor; u = inconclusive; x = not tested or not shown; [ ] = dose if it differs, or a comment. Unless noted, the call rests on the fitted dose curve; in most records, active means well fitted curve in the direction sought with a large enough effect; inconclusive means small, poorly fitted or top-dose-only effect, or another doubt; inactive means no such curve, though single readings can be large; an effect the other way counts as inactive or inconclusive.

Sequence of screens – KB-3-1 cytotox, HT1080 IDH1KD tx, WRN helicase inh, HT1080NT lethal, IL1B secr inh, SW480 rerep, ATXN2 expr inh, KB-V1 MDR tox, MCF10A rereplic
(1) Cc1csc2nc(CSc3nc4ccccc4o3)cn12
  3%, 3%, 11%, 4%, -4, -3%[9.22 µM], 20%, -27%, 13%
(2) CCN(CC)S(=O)(=O)c1cc(C)ccc1SC
  2%, 3%, -2%, 15%, 21, 23µM*, 1%, -3%, 1%
(3) COc1ccc(OC)c(NC(=S)NCc2ccccc2OC)c1
  -9%, 12%, 1%, 2%, -12, 1%, -11%, -9%, 16%
(4) CCCN(CCC)S(=O)(=O)c1ccc(C)cc1
  0%, 9%, -2%, 21%, 13, -6%, 5%, 9%, -8%
(5) Cc1ccc(Cn2cc(CN3CC(N4CCCC4)CS3(=O)=O)nn2)cc1 (stereo not given)
  -18%, u, -11%, 20%, -20, x, 1%, -4%, x
(6) CCOc1ccc(C(=O)NCC(=O)OCC(=O)N2CCCCC2)cc1
  u, 0%, 7%, -1%, 30, 2%, 13%, 4%, u
(7) c1coc(Cn2c(SCc3nc4ccccc4[nH]3)nnc2-c2cnccn2)c1
  0%, -3%, 0%, -17%, 10, -2%, -9%, u, -1%
(8) CCC1(c2ccccc2)NC(=O)N(CC#N)C1=O (stereo not given)
  -17%, 4%, 15%, 11%, 6, -23%, 6%, 29%, u
(9) CC(=O)C[C@@H](O)CC(=O)[C@H]1OC(=O)[C@@H](C)C/C=C\Cc2ccccc21
  -1%, 10%, 2%, 10%, -5, 2%, 1%, 27%, 1%
(10) Cc1ccccc1C1NC(c2ccccc2C)C([N+](=O)[O-])C(C)(C)C1[N+](=O)[O-] (stereo not given)
  u, -10%, 6%, -9%, -12, 12%, -21%, u, 2%
(11) COc1ccccc1NC(=O)COC(=O)C1CC(=O)N(c2ccc3c(c2)OCCO3)C1 (stereo not given)
  13%, 10%, 4%, 15%, 16, -12%, -22%, 0%, u
(12) COCCn1c(=O)[nH]c2cc(C(=O)N3CCN(c4cccc(C(F)(F)F)c4)CC3)ccc2c1=O
  12%, 1%, 3%, -16%, -7, 0%, -23%, -5%, u
(13) CN1C[C@@H]2[C@@H]3C(=O)N(Cc4ccccc4)C(=O)[C@@H]3[C@](Cc3ccccc3)(C1=O)N2C(=O)c1ccc(C(F)(F)F)cc1
  -14%, 1%, -3%, 1%, -10, 2%, 5%, u, 4%
(14) O=S1(=O)CCOC[C@H](Cc2ccccc2)N1Cc1ccc(F)cc1
  2%, -3%, 7%, -3%, -10, -17%, -17%, -24%, 0%
(15) Cc1cc(C)nc(SCc2csc(N)n2)n1
  22%, 6%, -7%, 9%, 16, -3%, -9%, u, 4%
(16) CC(=O)Nc1nc(C2COc3ccccc3O2)cs1 (stereo not given)
  -4%, 1%, -3%, 4%, -21, -8%, 24%, 0%, -7%
(17) CCn1ccnc1CN1CCc2c([nH]c3ccccc23)C1CC(C)C (stereo not given)
  7%, -9%, -2%, u, -4, -1%, 3%, u, 11%
(18) CCOc1ccc(/C=N/OCC(=O)NC(c2ccccc2)c2ccccc2)cc1
  u, u, -19%, -20%, 32, u, -14%, u, u
(19) O=C(c1ccc(C(F)(F)F)cc1)N1CCN(S(=O)(=O)c2ccc3c(c2)OCCCO3)CC1
  -4%, -5%, -6%, -1%, 0, 4%, -4%, u, 3%
(20) O=C(Nc1ccc(NC(=O)c2cc([N+](=O)[O-])ccc2N2CCOCC2)cc1)c1cccs1
  9%, -13%, -8%, -8%, u, 14%, -7%, -8%, u

Following part.
Sequence of screens – KB-3-1 cytotox, HT1080 IDH1KD tx, WRN helicase inh, HT1080NT lethal, IL1B secr inh, SW480 rerep, ATXN2 expr inh, KB-V1 MDR tox, MCF10A rereplic
(21) O=S(=O)(Cc1ccccc1)N1CCN(C2Cc3ccccc3C2)CC1
  0%, 8%, 4%, 0%, 0, -9%, -18%, 16%, 11%
(22) C#CCOCCOCCOCCNc1nc(N2CCN(C(=O)[C@H](C)n3cc(CCC(=O)O)nn3)CC2)nc(N2CCN(C(=O)[C@H](C)n3cc(CCC(=O)O)nn3)CC2)n1
  8%, 18%, 1%, 12%, 0, -10%[9.22 µM], 12%, u, 15%
(23) Cc1cc(NC(=O)CCC(=O)N(CC(=O)NC2CCCC2)c2ccc3c(c2)OCCO3)no1
  -18%, -15%, -6%[57.1 µM], -17%, 3, 11%, 17%, 17%, 17%
(24) CN(C)CCOC(=O)c1ccc2[nH]c3c(c2c1)CSCC3
  4%, 16%, -9%[11.6 µM], 22%, -74*, 7.3µM*, -3%, 30%, -13%
(25) COc1ccc(CNC(=O)C(c2ccc(C)cc2)N(Cc2cccs2)C(=O)c2ccc3c(c2)OCCO3)cc1 (stereo not given)
  1%, 13µM*, -5%, u, -16, u, -26%, 4.6µM*, u
(26) O=C(NCc1ccccc1)c1ccc(CN(c2ccccn2)S(=O)(=O)c2ccccc2)cc1
  -13%, -11%, -8%, -14%, -3, -15%, -11%, 5%, -2%
(27) Cc1sc(-c2c(C#N)c(N)nc3c2CCCCCC3)cc1[N+](=O)[O-]
  8%, 6%, -4%, 0%, 4, u, -6%, 17%, u
(28) Cc1ccc2nc(-c3ccccn3)cc(C(=O)N3CCN(c4ncccn4)CC3)c2c1
  0%, -14%[9.24 µM], 0%, -6%, 1, -6%, 7%, u, 0%
(29) CC(C)(C)OC(=O)NNC(=O)C12CC3CC(CC(C3)C1)C2
  0%, 12%, -5%, 7%, 5, -5%, 0%, -7%, -3%
(30) Cc1cccc(NC(=O)C(C)Sc2nnc(-c3cccnc3)o2)c1 (stereo not given)
  0%, -7%, 3%, -8%, -10, u, 23%, -11%, -4%
(31) C/C(=N\NC(=O)c1ccc(CN2CCOCC2)cc1)c1ccc(NC(=O)c2ccccc2)cc1
  1%, -1%, 6%, -3%, 25, 4%, 22%, 8%, 0%
(32) CCOc1ccc(S(=O)(=O)NCCC(=O)NCC2CCCO2)cc1 (stereo not given)
  7%, 10%, 4%, 0%, 33, -8%, 18%, -18%, -5%
(33) CCOC(=O)N1CCC(NC(=O)c2cn(-c3ccc(OC)cc3)c(=O)c3ccccc23)CC1
  -4%, 0%, 5%, -8%, -21, 0%, -7%, 15%, 20%
(34) CCCCCC(/C=N/Nc1ccc(S(=O)(=O)N2CCOCC2)cc1[N+](=O)[O-])=C\c1ccccc1
  -4%, -8%, 11%, 1%, -27, -1%, 1%, 1%, 0%
(35) Cc1cc(NCCOCCO)n2c(nc3ccccc32)c1C#N
  -16%, -14%, -12%, -4%, -12, 23%, -12%, -19%, 1%
(36) O=C(NC1CCCc2ccccc21)c1ccc(Br)cc1 (stereo not given)
  -10%, -17%, -4%, -18%, 1, x, -3%, u, 15%
(37) Cc1[nH]n(C2=NCCS2)c(=O)c1N=Nc1cccc(C(F)(F)F)c1
  u, u, -2%, u, 198, u, u, 8%, 10%
(38) CCOC(=O)C1CCN(Cc2ccc(F)c(F)c2)CC1
  11%, 5%, 3%, 1%, 13, -1%, -8%, -2%, 0%
(39) CCC(Sc1nc(C)cc(=O)[nH]1)C(=O)Nc1ccc(Cl)cn1 (stereo not given)
  7%, 2%, -3%, 8%, 39, -3%, 1%, -2%, 11%
(40) CN(C)c1nc(SCCOC(=O)COc2ccc(Cl)cc2Cl)nc(N(C)C)n1
  3%, 1%, -6%, 2%, 33, -2%, 7%, 7%, 22%

Two of these compounds in another layout:
no.	Compound	KB-3-1 cytotox	HT1080 IDH1KD tx	WRN helicase inh	HT1080NT lethal	IL1B secr inh	SW480 rerep	ATXN2 expr inh	KB-V1 MDR tox	MCF10A rereplic
34	CCCCCC(/C=N/Nc1ccc(S(=O)(=O)N2CCOCC2)cc1[N+](=O)[O-])=C\c1ccccc1	-4%	-8%	11%	1%	-27	-1%	1%	1%	0%
23	Cc1cc(NC(=O)CCC(=O)N(CC(=O)NC2CCCC2)c2ccc3c(c2)OCCO3)no1	-18%	-15%	-6%[57.1 µM]	-17%	3	11%	17%	17%	17%

6 compounds from above, limited to KB-V1 MDR tox, HT1080 IDH1KD tx and HT1080NT lethal.
entry	compound	KB-V1 MDR tox	HT1080 IDH1KD tx	HT1080NT lethal
23	Cc1cc(NC(=O)CCC(=O)N(CC(=O)NC2CCCC2)c2ccc3c(c2)OCCO3)no1	17%	-15%	-17%
24	CN(C)CCOC(=O)c1ccc2[nH]c3c(c2c1)CSCC3	30%	16%	22%
25	COc1ccc(CNC(=O)C(c2ccc(C)cc2)N(Cc2cccs2)C(=O)c2ccc3c(c2)OCCO3)cc1 (stereo not given)	4.6µM*	13µM*	u
26	O=C(NCc1ccccc1)c1ccc(CN(c2ccccn2)S(=O)(=O)c2ccccc2)cc1	5%	-11%	-14%
27	Cc1sc(-c2c(C#N)c(N)nc3c2CCCCCC3)cc1[N+](=O)[O-]	17%	6%	0%
28	Cc1ccc2nc(-c3ccccn3)cc(C(=O)N3CCN(c4ncccn4)CC3)c2c1	u	-14%[9.24 µM]	-6%

(continued)
Sequence of screens – KB-3-1 cytotox, HT1080 IDH1KD tx, WRN helicase inh, HT1080NT lethal, IL1B secr inh, SW480 rerep, ATXN2 expr inh, KB-V1 MDR tox, MCF10A rereplic
(41) CC(C)(C)n1nnnc1C(c1cccs1)N(Cc1cccnc1)Cc1ccccc1Cl (stereo not given)
  u, u, -9%, u, -12, u, u, u, u
(42) Cc1ccc(COc2ccccc2-c2cc(C(=O)N/N=C/c3cccnc3)[nH]n2)cc1
  u, 6.5µM*, -13%, u, 3, 57%, u, u, 8.2µM*
(43) CC(C)(C)c1ccc(S(=O)(=O)NC(=O)C2(C)CCN2C(=O)C2CCCCC2)cc1 (stereo not given)
  0%, u, -3%, 16%, -11, x, 6%, 20%, x
(44) Nc1nc2n(n1)C(=O)CC(c1ccc(Cl)cc1)N2 (stereo not given)
  u, 8%, 1%, 0%, 11, -29%, -14%, -14%, u

Compound activity: PubChem, National Center for Advancing Translational Sciences (NCATS)
